Assay outcomes as filed in PubChem.
Tau fibril FP: blocks human tau fibril formation measured by polarization | P10636 | K18 P301L tau heparin fibrillization, Alexa594 FP, 6 h | Potency, µM (highest dose often 57.7 µM), inactives show at the top dose activity, negative = inhibition, usual class: inhibitors | 280,000 tested, 0.39% active | AID 1468; also: % is scaled to controls: 0 for no effect and ±100 for the full control effect; nearly all actives have a fitted effect of over 55% in size
Target sequence (P10636 561-689 P618L limits assumed): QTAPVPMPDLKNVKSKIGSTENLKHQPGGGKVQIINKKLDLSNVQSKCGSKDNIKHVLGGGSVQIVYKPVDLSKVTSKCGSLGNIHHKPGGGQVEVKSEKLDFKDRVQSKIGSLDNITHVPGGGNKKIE
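Steps: dispense K18 P301L tau (15 uM plus 0.24 uM Alexa 594 tracer, final) in pH 7 sodium acetate; add compound; add heparin (20 uM final); incubate 6 hr, 37 C; add ThT (30 uM final); after 1 hr ambient, read FP.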
GAA glycogen: GAA glycogen-cleavage inhibition or activation. recombinant GAA, glycogen substrate, Amplex Red glucose oxidase fluorescence. 300,000 tested, 0.38% active. AID 2100. Potency, µM (doses to about 76.4 µM), without a hit: at the top dose activity change, negative = inhibition, usual class: inhibitors;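 also: 0% = full enzyme reaction and -100% = no-enzyme basal signal; the screen sought inhibitors and activators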
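Recombinant human enzyme (4 nM); glycogen substrate; 37 C, 40 min, pH 5.0. Readout: coupled glucose oxidase/Amplex Red fluorescence.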
Tau fibril ThT: tau fibrillization inhibition (ThT binding). recombinant tau K18 P301L, heparin-induced fibrillization, ThT fluorescence. Potency, µM (top dose mostly 57.4 µM), for inactives: top-dose activity, negative = inhibition, hits mostly inhibitors. 270,000 tested, 2.1% active. P10636; also: % is scaled to controls: 0 for no effect and ±100 for the full control effect; nearly all actives have a fitted effect of over 55% in size
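K18 P301L tau (15 uM + 0.24 uM Alexa 594-tagged), heparin 20 uM, NaOAc pH 7, 6 h 37 C; ThT 30 uM, 1 h RT, ex 450/em 510 nm.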
aGlu spleen mod: inhibits or activates alpha-glucosidase in human spleen homogenate | P10253 | human spleen homogenate, 4-MU-alpha-glucoside fluorescence | Potency, µM (highest dose often 79.9 µM), inactives show at the top dose activity change, negative = inhibition, most hits filed as inhibitors | 240,000 tested, 0.006% active | AID 2112;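 also: 0% = enzyme with vehicle and -100% = no enzyme basal signal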
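Compounds were titrated against alpha-glucosidase in spleen homogenate at pH 5.0, with 1 mM 4-methylumbelliferyl substrate for 40 min at 37 C. Reactions were quenched with pH 10 NaOH/glycine and fluorescence measured.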
GAA inhib: inhibitors of human lysosomal alpha-glucosidase | 200,000 tested, 0.005% active | AID 1466 | P10253 | purified human GAA, 4-MU-alpha-glucoside fluorescence | Potency, µM (highest dose often 76.9 µM), without a hit: at the top dose activity change, negative = inhibition, hits mostly inhibitors;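 also: plate controls were uninhibited enzyme wells for no effect and no-enzyme background for full effect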
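Human alpha-glucosidase, 4 nM, pre-mixed with test compounds before 400 uM 4-methylumbelliferyl substrate; 20 min room temperature at pH 5.0. Fluorescence read after pH 10 stop; AC50 values from Hill-equation fits.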
Tau fluor cs: counter-screen for tau fibril formation inhibitors | 280,000 tested, 0.93% active | Potency, µM (doses to about 57.7 µM), for the others: at the top dose activity change, negative = decrease | AID 1463 | tau K18 P301L Alexa594 fluorescence, heparin fibrillization; also: % is scaled to controls: 0 for no effect and ±100 for the full control effect; nearly all actives have a fitted effect of over 55% in size
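Human tau K18 P301L (15 uM unlabeled, 0.24 uM Alexa 594-labeled) in 100 mM sodium acetate pH 7 with 20 uM heparin, 6 hr at 37 C. ThT 30 uM added, 1 hr ambient; Alexa 594 FP and total fluorescence read at 555/632 nm.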
aGal spleen mod: inhibitors or activators of human alpha-galactosidase in spleen homogenate. Potency, µM (titrated, usually from 80 µM), for the others: top-dose activity change, negative = inhibition, most hits filed as inhibitors. 240,000 tested, 0.008% active. human spleen homogenate, 4MU-alpha-Gal fluorescence, 40 min. P06280;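 also: 0% = enzyme with vehicle and -100% = no enzyme basal signal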
Target sequence (P06280 32-429 limits assumed): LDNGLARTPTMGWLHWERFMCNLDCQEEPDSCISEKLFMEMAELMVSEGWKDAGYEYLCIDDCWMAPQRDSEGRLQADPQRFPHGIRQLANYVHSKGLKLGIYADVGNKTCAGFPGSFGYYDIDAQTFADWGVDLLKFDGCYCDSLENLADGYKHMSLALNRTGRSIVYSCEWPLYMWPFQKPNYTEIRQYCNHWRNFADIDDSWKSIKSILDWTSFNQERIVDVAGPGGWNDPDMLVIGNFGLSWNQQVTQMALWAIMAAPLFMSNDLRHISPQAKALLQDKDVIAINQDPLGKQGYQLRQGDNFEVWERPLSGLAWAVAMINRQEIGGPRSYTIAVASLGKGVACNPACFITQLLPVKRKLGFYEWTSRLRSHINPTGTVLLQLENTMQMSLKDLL
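Human spleen homogenate (1 ug) as enzyme source, 4-methylumbelliferyl-alpha-D-galactopyranoside 1 mM final, citrate/phosphate pH 5.0 with 0.01% Tween-20. Compounds 40 min at 37C, NaOH/glycine stop; fluorescence Ex 365/Em 440, Hill-fit AC50.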
HTT cytoprotect: Huntington cell model cytoprotection by ATP luminescence; 230,000 tested, 0.14% active; AID 1471; PC12 HTT-Q103 induced, cytoprotection, ATP luminescence, 40 h; Potency, µM (titrated, usually from 56.4 µM), without a hit: cytoprotection (ATP increase), usual class: activators;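 also: % of control where 0% means no effect; nearly all actives have a fitted effect of over 45% in size; toxic huntingtin expression switched on by the ecdysone agonist tebufenozide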
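Cells were plated at 1500 per well in phenol red-free DMEM with 5% equine and 5% calf serum. Tebufenozide (100 nM final) and compounds were added, then ATPlite reagent, and luminescence was read.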
Numbers without * were called inactive; ? = inconclusive; nt = not tested or not shown; & = joins results of further samples; [ ] = another dose, or the depositor's remark. Calls follow the shape of the dose curve; as a rule, active = well fitted curve in the direction sought with a large enough effect; inconclusive = small, poorly fitted or top-dose-only effect, or another doubt; inactive = no such curve, though single readings can be large; an effect the other way counts as inactive or inconclusive. Potency is read from the fitted curve at half-maximal effect.

SMILES	Tau fibril FP	GAA glycogen	Tau fibril ThT	aGlu spleen mod	GAA inhib	Tau fluor cs	aGal spleen mod	HTT cytoprotect
CCc1ccc(S(=O)(=O)NCc2csc(-c3ccccc3)n2)s1	6%	0%	-14%	-12%	-1%	-21%	-8%	-39%[inhibitor]
Cc1cc(C(=O)COC(=O)c2cccnc2Cl)c(C)n1-c1c(C)n(C)n(-c2ccccc2)c1=O	1%	-5%	1%	1%	4%	4%	1%	4%[10 µM]
CC(C)CNC(=O)COC(=O)c1cc(S(=O)(=O)N(C)C)ccc1N1CCCC1	-8%	12%	-6%	5%	7%	-11%	4%	-16%
CCOc1ccc(N(CC(=O)NC(C)(C)C)S(=O)(=O)c2c(C)noc2C)cc1	9%	-10%	-2%	5%	-10%	-8%	-1%	-12%
COCCNC(=O)c1cnn2c(C(F)(F)F)cc(-c3ccc(C)cc3)nc12	-1%	4%	-6%	1%	?	2%	-27%	-2%[10 µM]
COc1ccc(NC(=O)CC(=O)Nc2ccc(OC)cc2OC)c(OC)c1	1%	0%	-16%	-5%	-1%	-13%	4%	-1%
COc1ccc(N2CCN(c3nc4ccccc4n4c(C)nnc34)CC2)cc1	?	?	2%	nt	nt	-9%	nt	nt
COc1ccc(NC(=O)CC2CCCC2)cc1S(=O)(=O)N1CCCCC1	-6%	-2%	0%	6%	-4%	-5%	8%	-4%[10 µM]
COc1ccc(NC(=S)NCCNC(C)=O)cc1	-1%	-1%	10%	3%	6%	10%	4%	-26%
Cc1ccc(C(=O)NCC(=O)OC(C)C(=O)Nc2ccc(N3CCOCC3)cc2)s1 (configuration not stated)	-2%	6%	-1%	6%	nt	-4%	5%	-9%[10 µM]

Of the compounds above, these have a carbonyl joined to an NH by a bond outside any ring.
SMILES	Tau fibril FP	GAA glycogen	Tau fibril ThT	aGlu spleen mod	GAA inhib	Tau fluor cs	aGal spleen mod	HTT cytoprotect
CC(C)CNC(=O)COC(=O)c1cc(S(=O)(=O)N(C)C)ccc1N1CCCC1	-8%	12%	-6%	5%	7%	-11%	4%	-16%
CCOc1ccc(N(CC(=O)NC(C)(C)C)S(=O)(=O)c2c(C)noc2C)cc1	9%	-10%	-2%	5%	-10%	-8%	-1%	-12%
COCCNC(=O)c1cnn2c(C(F)(F)F)cc(-c3ccc(C)cc3)nc12	-1%	4%	-6%	1%	?	2%	-27%	-2%[10 µM]
COc1ccc(NC(=O)CC(=O)Nc2ccc(OC)cc2OC)c(OC)c1	1%	0%	-16%	-5%	-1%	-13%	4%	-1%
COc1ccc(NC(=O)CC2CCCC2)cc1S(=O)(=O)N1CCCCC1	-6%	-2%	0%	6%	-4%	-5%	8%	-4%[10 µM]
COc1ccc(NC(=S)NCCNC(C)=O)cc1	-1%	-1%	10%	3%	6%	10%	4%	-26%
Cc1ccc(C(=O)NCC(=O)OC(C)C(=O)Nc2ccc(N3CCOCC3)cc2)s1 (configuration not stated)	-2%	6%	-1%	6%	nt	-4%	5%	-9%[10 µM]

The list goes on.
SMILES	Tau fibril FP	GAA glycogen	Tau fibril ThT	aGlu spleen mod	GAA inhib	Tau fluor cs	aGal spleen mod	HTT cytoprotect
CCc1cc2c3c(c1)C1(C(=O)N3C(C)(C)CC2C)C(C#N)=C(N)N2C(=C1C#N)Nc1ccccc12 (configuration not stated)	0%	?	-19%	-8%	1%	?	1%	-5%[10 µM]
Cc1cc(Nc2ccc(C(C)C)cc2)n2ncnc2n1	-2%	0%	-7%	-6%	1%	-11%	7%	-7%
O=C(NC1CCCCCC1)c1cc2c(Cl)nc3ccccc3c2s1	-1%	-2%[76.3 µM]	-10%	nt	nt	-29%	nt	nt
COc1ccc(Cn2nnnc2C(c2ccccc2OC)N2CCC(C(N)=O)CC2)cc1 (configuration not stated)	-6%	-1%	-6%	-3%	-3%	-3%	-4%	-6%[10 µM]
CSc1nnc(-c2sc3cc(C(F)(F)F)cnc3c2-c2cccnc2)n1C	3%	3%	-13%	-2%	?	-6%	5%	-16%
Cc1nc(NNC(=O)c2ccccc2)cc(-c2ccccc2)n1	-1%	22µM*	-2%	0%	-4%	-5%	-8%	-1%
Cc1noc(C)c1COC(=O)c1cccc(S(=O)(=O)N2CCCCCC2)c1	0%	-17%	-18%	0%	-7%	-25%	-2%	-21%[10 µM]
COc1cc(OC)c2c(=O)c(OC)c(-c3ccc(OC)c(OC)c3)oc2c1	-3%&-2%	-7%	-13%&-10%	11%&9%	nt	-22%&-1%	18%&21%	-4%[10 µM]
COc1c(O)cc2c(-c3ccccc3)cc(=O)oc2c1OC	1%	nt	-1%	-5%	nt	-5%	-4%	nt
Cc1cccc(-n2c3nc(=O)[nH]c(=O)c-3cc3cc([N+](=O)[O-])ccc32)c1	2%	9%	?	-4%	-3%	-7%	-11%	26%[10 µM]
COc1ccc(OC)c(N(CC(=O)Nc2ccc3c(c2)OCO3)S(=O)(=O)c2ccccc2)c1	?	-1%	-21%	-2%	-2%	?	-4%	8%[10 µM]
CN(C)S(=O)(=O)Nc1cc(Cl)cc(Cl)c1	0%	17%	0%	3%	1%	-3%	1%	-10%[1.9 µM]
O=C(NCCc1ccc(Cl)cc1)/C(=C/c1cccnc1)NC(=O)c1ccccc1	2%	3%	1%	-5%	4%	-6%	-1%	3%[10 µM]
COc1ccc(C2CC(=O)C(C=NCCN3CCN(C(C)=O)CC3)=C(O)C2)cc1OC (configuration not stated)	2%	9%	-2%	3%	2%	3%	-1%	-11%
Nc1nc(N)c2c(n1)CCCC2	0%	2%	nt	4%	nt	20%	-2%	6%[10 µM]
COc1cc(OC)c2c(c1Cl)OC1(C2=O)C(O)=CC(=O)CC1C (configuration not stated)	8%	nt	-4%	7%	nt	-7%	13%	-17%
Cc1ccccc1-c1nc(CN2CCCC(C(=O)NCc3ccc(Cl)cc3)C2)c(C)o1 (configuration not stated)	1%	16%[76.3 µM]	?	nt	nt	-25%	nt	nt
COc1ccccc1CN1CCNC(=O)C1CC(=O)NC1Cc2ccccc2C1 (configuration not stated)	-4%	9%	?	3%	-14%	-16%	-1%	10%[10 µM]
CN(C/C=C/c1ccccc1)C1CCCCC1	-14%	-9%	1%	nt	-1%	-5%	-5%	1%
C=C(C)C(=O)c1ccc2c(c1)OCO2	-9%	nt	-5%	-6%	nt	-4%	6%	-17%
O=C1CSC(c2cn(-c3ccccc3)nc2-c2cc3ccccc3o2)N1Cc1ccccc1 (configuration not stated)	-5%	-9%	-11%	-4%	-5%	-22%	-5%	4%
CC(C)(C)c1cnnn1-c1ccc([N+](=O)[O-])cc1	6%	5%	3%	4%	10%	2%	0%	-50%
CC1CCCN(C(=O)Cn2c(=O)oc3cc(S(=O)(=O)N4CCCCC4)ccc32)C1 (configuration not stated)	1%	-6%&-13%[76.3 µM]	6%	nt	nt	-2%	nt	nt
O=C(COC(=O)c1ccccn1)NC1CCCCC1	-1%	-5%	-8%	6%	0%	-3%	13%	-11%
Cc1nn2cc(-c3ccc(Cl)cc3)cnc2c1Br	-6%	4%	?	0%	3%	5%	-3%	-8%[10 µM]
COc1ccc(-c2noc(-c3ccccc3C(=O)N3CCOCC3)n2)cc1	-1%	7%	-18%	-21%	0%	-15%	-15%	20%
CC(C)(C)OC(=O)N1CCOCCOCCN(C(=O)OC(C)(C)C)CCOCCOCC1	0%	3%	1%	0%	1%	-6%	1%	-7%[10 µM]
CCn1c(SCc2cccnc2)nnc1-c1c[nH]c2ccccc12	1%	-19%	-6%	1%	-7%	-6%	-1%	-16%
Oc1c(Cl)cc(Cl)cc1CNc1ccc(Br)cn1	?	-5%	-14%	-10%	1%	?	-25%	10%
COc1ccc(-c2nc(CSCC(=O)NCCc3ccc(C)cc3)c(C)o2)cc1OC	-1%	-9%[76.3 µM]	?	nt	nt	-10%	nt	nt
COc1ccc(N2CCC(CNC(=O)Nc3ccccc3)C2)cc1 (configuration not stated)	7%	-6%	?	-18%	-5%	?	-17%	-14%
O=C(Nc1nnc(-c2ccccn2)o1)c1ccc(Br)cc1	4%	6%	-5%	-7%	1%	-8%	-10%	-15%[10 µM]
O=C(NC1CCCCCC1)c1cc(S(=O)(=O)N2CCC3(CC2)OCCO3)ccc1F	-8%	5%	-9%	3%	2%	-5%	0%	5%[0.04 µM]
CCCCOc1ccc(C2NC(=O)NC(C)=C2C(C)=O)cc1OCC (configuration not stated)	8%	26%	3%	-11%	3%	-6%	5%	-4%
CCOCCCNC(=O)C(NC(=O)Cc1cccs1)c1ccccc1 (configuration not stated)	5%	3%	0%	4%	4%	3%	-4%	14%
CC1CCCCC1NC(=O)CSc1nncs1 (configuration not stated)	-3%	6%	-3%	1%	-4%	-11%	-17%	-17%[10 µM]
COC(=O)C1=C(C)NC(=O)CC1c1ccccc1 (configuration not stated)	-7%	-15%	-12%	3%	-1%	-4%	-3%	8%[1.9 µM]
Cc1ncoc1C(=O)N1CCCC(C(=O)c2ccc3c4c(cccc24)CC3)C1 (configuration not stated)	4%	-14%	-11%	7%	7%	-4%	8%	1%

Outcome played no part in choosing rows. Share with any hit: about 3.3%.
